# Vif-A3G inh = qHTS for Inhibitors of Vif-A3G Interactions: qHTS; HeLa A3G-eYFP + Vif (tagged APOBEC3G with the HIV-1 protein that degrades it), YFP fluorescence, overnight; Potency, µM (top dose mostly 46.1 µM), without a hit: at the top dose activity, negative = active, hits mostly inhibitors; 410,000 compounds, 0.076% hits; AID 602310, 2012;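 also: potency is read from the fitted curve at half-maximal effect; % is scaled to controls: 0 for no effect and ±100 for the full control effect; nearly all actives have a fitted effect of over 60% in size; hits raise eYFP signal because A3G escapes Vif-driven loss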
#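 Read-out is eYFP fluorescence (Ex 488/Em 500-530) from Vif-expressing HeLa A3G-eYFP cells; more signal means A3G escaped Vif-mediated degradation. Cells plated overnight, compound pinned in, incubated overnight at 37 deg C.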
# D2 PAM = HTS Assay for Positive Allosteric Modulators of the Human D2 Dopamine Receptor: Primary Screen for Potentiators. 340,000 compounds, 0.34% hits. potentiation, % at 10 µM. D(2) dopamine receptor (Homo sapiens), P14416. HEK293 T-REx D2, calcium flux, EC20 dopamine potentiation;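 active = potentiation over 3 SD above the plate norm, cut at about 30% in these data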; also: 0% is about no effect
#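 Using a no-wash calcium dye in inducible, force-coupled HEK293 Trex cells expressing D2, we tracked fluorescence each second for 180 s after compound, then for 180 s after EC20 dopamine to detect augmented signalling.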
# RXFP1 agonist = qHTS Assay for Agonists of the Relaxin Receptor RXFP1; Relaxin receptor 1 (Homo sapiens), Q9HBX9; HEK293T-RXFP1 cAMP TR-FRET, 30 min; response scale: percent of porcine relaxin response, buffer zero; Potency, µM (series often up to 57.5 µM), for inactives: top-dose activation, actives largely listed as activators; 370,000 compounds, 0.3% hits; AID 2676, 2010; also: potency is read from the fitted curve at half-maximal effect; % is scaled to controls: 0 for no effect and ±100 for the full control effect; nearly all actives have a fitted effect of over 60% in size; many of its hits are not listed in these tables
# Target sequence (Q9HBX9 whole entry, looked up): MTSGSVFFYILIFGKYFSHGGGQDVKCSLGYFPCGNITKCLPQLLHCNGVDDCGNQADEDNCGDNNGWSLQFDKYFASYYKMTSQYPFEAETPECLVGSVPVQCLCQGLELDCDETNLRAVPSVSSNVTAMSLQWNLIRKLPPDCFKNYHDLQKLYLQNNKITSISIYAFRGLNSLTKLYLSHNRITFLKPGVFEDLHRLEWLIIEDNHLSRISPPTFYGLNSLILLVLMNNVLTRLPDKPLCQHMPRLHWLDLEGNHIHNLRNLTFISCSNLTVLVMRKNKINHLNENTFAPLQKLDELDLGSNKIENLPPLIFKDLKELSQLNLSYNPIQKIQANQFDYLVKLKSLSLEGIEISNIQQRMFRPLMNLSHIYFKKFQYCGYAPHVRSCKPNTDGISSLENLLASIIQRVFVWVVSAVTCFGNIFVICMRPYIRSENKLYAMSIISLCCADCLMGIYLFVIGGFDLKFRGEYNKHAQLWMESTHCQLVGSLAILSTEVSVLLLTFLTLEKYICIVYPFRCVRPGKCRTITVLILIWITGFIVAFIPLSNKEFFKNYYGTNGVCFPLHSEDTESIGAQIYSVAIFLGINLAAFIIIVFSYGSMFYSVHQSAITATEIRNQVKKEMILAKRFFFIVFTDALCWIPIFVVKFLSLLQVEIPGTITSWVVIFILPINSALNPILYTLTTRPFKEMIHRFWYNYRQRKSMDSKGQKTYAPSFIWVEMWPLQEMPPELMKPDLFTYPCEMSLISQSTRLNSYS
#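 HEK293T cells stably expressing RXFP1 were pretreated with the PDE4 inhibitor Ro 20174, exposed to compounds for 30 min at 37C, lysed, and cAMP was read by TR-FRET. Data normalized to buffer (basal) and 29 nM porcine relaxin (100%).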
# GRP78 ERSR act = qHTS for Inducers of the Endoplasmic Reticulum Stress Response (ERSR) in Human Glioma: qHTS; U87-MG GRP78 promoter luciferase reporter, 16 h; Potency, µM, for inactives: at the highest dose activation, most hits filed as activators; 420,000 compounds, 0.02% hits; AID 602332, 2012; also: potency is read from the fitted curve at half-maximal effect; series mostly up to about 76 µM; % of control where 0% means no effect; nearly all actives have a fitted effect of over 35% in size
#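 Stably transfected U87-MG glioma cells carrying a GRP78-based luciferase sensor; 16 h compound incubation. Luminescence end-point read 10 min after Bright-Glo addition at room temperature.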
# D1 antagonist = Antagonist of Human D 1 Dopamine Receptor: qHTS; 360,000 compounds, 3.2% hits; activity change, negative = inhibition, % at 10 µM; HEK293 TREx D1 cells, calcium flux, dopamine EC80; stronger effect = lower value; in the data active = activity change below about -30%; also: % is scaled to controls: 0 for no effect and ±100 for the full control effect
#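 Tetracycline-induced HEK293 T-REx cells with force-coupled D1 receptor were loaded with a no-wash calcium dye. Compound was added after a 10 s baseline and read kinetically for 180 s; EC80 dopamine was then added and calcium flux followed another 180 s.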
# D1 potentiator = Potentiators of Human D1 Dopamine Receptor: qHTS; HEK293 TREx D1 cells, calcium flux, dopamine EC20 potentiation; potentiation, % at 10 µM; 360,000 compounds, 0.036% hits; in the data active = potentiation above about 30%; also: 0% is about no effect
# Vif-A3F inh = qHTS for Inhibitors of Vif-A3F Interactions: qHTS; HeLa A3F-eYFP + Vif (tagged APOBEC3F with the HIV-1 protein that degrades it), YFP fluorescence increase; AID 602313, 2012; 390,000 compounds, 0.2% hits; Potency, µM (titrated, usually from 46.1 µM), without a hit: top-dose activity, negative = active; also: potency is read from the fitted curve at half-maximal effect; % of control where 0% means no effect; nearly all actives have a fitted effect of over 65% in size
#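 Fluorescence increase (Ex 488/Em 500-530) after overnight compound treatment at 37 deg C flags inhibition of Vif-driven A3F-eYFP loss in stable HeLa A3F-eYFP/Vif cells seeded overnight beforehand.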
# RXFP1 antagonist = qHTS Assay for Antagonists of the Relaxin Receptor RXFP1; Relaxin receptor 1 (Homo sapiens), Q9HBX9; HEK293-RXFP1, relaxin-stimulated cAMP HTRF, 30 min; stronger effect = lower value; activity change, negative = inhibition, % at 57.5 µM; 350,000 compounds, 0.59% hits;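 active = activity change of -60% or lower, but not beyond a set lower limit; inconclusive = change between -60% and -40%, or beyond the set limit; inactive = change above -40%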; also: % is scaled to controls: 0 for no effect and ±100 for the full control effect
# D1 agonist = Allosteric Agonists of the Human D1 Dopamine Receptor: qHTS; D(1A) dopamine receptor (Homo sapiens), P21728; HEK293 T-REx D1 cells, calcium flux, agonist mode; activation, % at 2 µM; 360,000 compounds, 1% hits; AID 504660, 2011; in the data active = activation above about 30%; also: 0% is about no effect
#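 Agonism was scored from calcium flux recorded over 180 s (1 read/s) after pintool compound addition, following a 10-cycle baseline. Cells were inducible force-coupled HEK293 TREx D1, plated overnight at 30 C and loaded with no-wash calcium dye.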
# * hit, by the source's call; u = inconclusive; x = no result given. Unless noted, calls follow the shape of the dose curve; as a rule, active = well fitted curve in the direction sought with a large enough effect; inconclusive = small, poorly fitted or top-dose-only effect, or another doubt; inactive = no such curve, though single readings can be large; an effect the other way counts as inactive or inconclusive.
# Start of the listing, in advance, nine compounds:
1: CCNS(=O)(=O)c1ccc(CCC(=O)N2CCCC2)cc1
2: COc1ccc(NC(=O)c2sc3nc(C)c(C(=O)Nc4ccc(C)cc4C)c(-c4ccccc4Cl)c3c2N)cc1
3: COCCn1c(SCC(=O)NC(=O)NCc2ccccc2)nc2ccccc21
4: CN1C(=O)C(O)(C2COC(C)(C)CC2=O)c2ccccc21 (centres undefined)
5: O=C(NCCc1ccccc1)C1CCCN1S(=O)(=O)c1ccc(Cl)cc1 (centres undefined)
6: COc1ccc(C(=O)/C=C/Nc2ccccn2)c(OC)c1
7: CSc1nnc(-c2ccccc2)n1C
8: COc1cc(OC)c(Nc2cc(C)nc3nc(C)nn23)cc1Cl
9: COc1ccc(NC(=O)CSc2nc(C)cs2)cc1

assay / entry	1	2	3	4	5	6	7	8	9
RXFP1 antagonist	6	-5	5	-1	-12	-15	-17	x	-9
D2 PAM	3	9	-8	-2	-5	2	-10	-6	2
D1 antagonist	9	-6	-2	-2	-1	-1	-5	-2	11
GRP78 ERSR act	-2%	-1%	-4%	-4%	6%	-8%	-4%	-6%	1%
Vif-A3F inh	8%	0%	x	-3%	-4%	10%	1%	0%	u
D1 agonist	0	2	0	0	6	2	-1	-2	4
Vif-A3G inh	-3%	1%	2%	1%	-6%	2%	0%	1%	1%
RXFP1 agonist	0.7%	-0.1%	0.8%	-0.7%	-1.7%	0.6%	3.5%	0.5%	-1.1%
D1 potentiator	1	-1	-6	-6	x	-2	1	-5	-2

# All compounds of this part, from the start:
1: CCNS(=O)(=O)c1ccc(CCC(=O)N2CCCC2)cc1
2: COc1ccc(NC(=O)c2sc3nc(C)c(C(=O)Nc4ccc(C)cc4C)c(-c4ccccc4Cl)c3c2N)cc1
3: COCCn1c(SCC(=O)NC(=O)NCc2ccccc2)nc2ccccc21
4: CN1C(=O)C(O)(C2COC(C)(C)CC2=O)c2ccccc21 (centres undefined)
5: O=C(NCCc1ccccc1)C1CCCN1S(=O)(=O)c1ccc(Cl)cc1 (centres undefined)
6: COc1ccc(C(=O)/C=C/Nc2ccccn2)c(OC)c1
7: CSc1nnc(-c2ccccc2)n1C
8: COc1cc(OC)c(Nc2cc(C)nc3nc(C)nn23)cc1Cl

assay / entry	1	2	3	4	5	6	7	8
RXFP1 antagonist	6	-5	5	-1	-12	-15	-17	x
D2 PAM	3	9	-8	-2	-5	2	-10	-6
D1 antagonist	9	-6	-2	-2	-1	-1	-5	-2
GRP78 ERSR act	-2%	-1%	-4%	-4%	6%	-8%	-4%	-6%
Vif-A3F inh	8%	0%	x	-3%	-4%	10%	1%	0%
D1 agonist	0	2	0	0	6	2	-1	-2
Vif-A3G inh	-3%	1%	2%	1%	-6%	2%	0%	1%
RXFP1 agonist	0.7%	-0.1%	0.8%	-0.7%	-1.7%	0.6%	3.5%	0.5%
D1 potentiator	1	-1	-6	-6	x	-2	1	-5

9: COc1ccc(NC(=O)CSc2nc(C)cs2)cc1
10: CCc1nnc(NC(=O)CSc2nnc(CNc3cccc(Cl)c3)n2CC)s1
11: CC1CCCC(C)N1C(=O)/C=C/c1ccc(S(=O)(=O)N2CCOCC2)cc1 (centres undefined)
12: COc1ccccc1C(=O)N1C(CC(=O)Nc2cc(Cl)ccc2C)C(=O)NC2CCCCC21 (centres undefined)
13: COc1ccccc1-n1ccnc(SCC(=O)NCCc2ccccc2)c1=O
14: COc1ccc(N2C(=O)CC(N3CCN(c4ccc(S(C)(=O)=O)cc4)CC3)C2=O)cc1 (centres undefined)
15: COc1ccc(N2CCN(C(=O)CNC(=O)Cn3cnc4sc(C)c(C)c4c3=O)CC2)cc1
16: COc1ccc(CCn2c3c(c(=O)[nH]c2=O)C(NC(=O)c2ccccc2OC)(C(F)(F)F)C(=O)N3)cc1OC (centres undefined)

assay / entry	9	10	11	12	13	14	15	16
RXFP1 antagonist	-9	6	-2	-9	-14	-11	2	x
D2 PAM	2	0	-10	1	-1	1	1	7
D1 antagonist	11	5	-9	-4	7	5	-9	-11
GRP78 ERSR act	1%	-2%	-1%	1%	-1%	-4%	-3%	-2%
Vif-A3F inh	u	8%	u	0%	-1%	5%	-7%	-9%
D1 agonist	4	-1	3	3	3	0	-1	2
Vif-A3G inh	1%	6%	-1%	2%	-1%	-5%	0%	2%
RXFP1 agonist	-1.1%	1.1%	0.5%	-1.2%	12%	-0.3%	18%	3.3%
D1 potentiator	-2	3	-3	18	-1	7	-8	-1

17: O=C(CC1(O)C(=O)Nc2ccccc21)c1cccc(Br)c1 (centres undefined)
18: O=C(CSc1nc2ccccc2o1)Nc1nc2ccccc2s1
19: COc1cccc(C(=O)Nc2cccc(OCc3cc(=O)n4cccc(C)c4n3)c2)c1
20: CCNC(=S)NNC(=O)c1ccc2ncccc2c1
21: COc1ccc(C2Sc3ccccc3NC3=C2C(=O)c2ccccc23)c(OC)c1OC (centres undefined)
22: Cc1ccc(-c2nc(Nc3ccccc3)n[nH]2)cc1
23: CCc1ccccc1NC(=S)N(CCN1CCOCC1)Cc1ccccc1F
24: NS(=O)(=O)c1cccc(NC(=O)CN2CCCc3ccccc32)c1

assay / entry	17	18	19	20	21	22	23	24
RXFP1 antagonist	5	10	-13	2	3	-17	-10	6
D2 PAM	-2	4	-10	-4	-15	4	-4	14
D1 antagonist	2	0	-7	6	-5	-27	-12	-4
GRP78 ERSR act	-3%	3%	-5%	-1%	-3%	-6%	-7%	-1%
Vif-A3F inh	3%	0%	-9%	-1%	1%	5%	-13%	-11%
D1 agonist	3	1	0	0	0	9	0	3
Vif-A3G inh	0%	3%	6%	3%	u	-7%	-9%	0%
RXFP1 agonist	3.8%	u	7.0%	2.7%	2.5%	-1.1%	0.3%	2.0%
D1 potentiator	2	-9	0	10	1	-10	0	4

25: Cc1ccc(C(=O)NCC(=O)OCC(=O)/C=C2\N(C)c3ccccc3C2(C)C)cc1C
26: O=C(COC(=O)c1ccccc1)c1ccc(Br)cc1
27: Cc1nn(-c2ccccc2)c2sc(C(=O)N3CCOCC3)cc12
28: Cc1cc(C)cc(NC(=O)CCCc2nc(-c3ccccc3Cl)no2)c1
29: CCCCCCc1nc(C(N)=O)c2[nH]c(=O)n(-c3ccc(OCC)cc3)c2n1
30: CCc1ccc(CN2CCN(S(=O)(=O)Cc3ccccc3)CC2)cc1
31: CC(=O)c1ccc(C(=O)N2CCCC(N3CCN(c4ccc(F)cc4)CC3)C2)s1 (centres undefined)
32: O=C(Nc1nc2n(n1)C(c1ccc(F)cc1)C=C(c1ccccc1)N2)c1ccco1 (centres undefined)

assay / entry	25	26	27	28	29	30	31	32
RXFP1 antagonist	-13	-15	-3	-19	10	-6	-1	-6
D2 PAM	-26	-13	7	-9	-2	-12	x	5
D1 antagonist	-19	11	-15	6	14	-16	-8	-8
GRP78 ERSR act	-5%	6%	1%	-3%	-2%	-2%	-3%	1%
Vif-A3F inh	-4%	1%	3%	1%	-10%	-14%	-16%	-14%
D1 agonist	2	3	-2	5	5	3	1	2
Vif-A3G inh	-6%	0%	3%	2%	1%	2%	-4%	-8%
RXFP1 agonist	1.5%	-0.2%	0.3%	-0.1%	-3.2%	0.9%	2.4%	-2.7%
D1 potentiator	-4	-6	-6	2	11	-11	4	-1

33: C[C@@H]1CCCCO[C@H](CN(C)S(=O)(=O)c2cn(C)cn2)[C@@H](C)CN([C@H](C)CO)C(=O)c2cc(NC(=O)c3ccncc3)ccc2O1
34: Cn1c(SCC(=O)N2CCCc3ccccc32)nnc1-c1ccco1
35: CCOc1cc(/C=N/N=C(\N)c2nonc2N)cc(Br)c1OCc1cccc2ccccc12
36: COc1ccc(NC(=S)NCc2ccc3c(c2)cc(C)n3C)cc1
37: COC(=O)CSc1nc(SC)nc2c1sc1nc(-c3ccco3)c3c(c12)CC(C)(C)OC3
38: CCOc1cc(S(=O)(=O)NCCCN2CCOCC2)ccc1F
39: Cc1cccc(N2CC(C(=O)NCC3COc4ccccc4O3)CC2=O)c1C (centres undefined)
40: CC(=O)Nc1ccc(C(=O)Nc2cccc(S(=O)(=O)NC3=NCCC3)c2)cc1
41: COc1ccc(NS(=O)(=O)c2cc(C)ccc2NC(=O)c2cc(C)oc2C)cc1
42: Cc1cc(Nc2cccc(C(F)(F)F)c2)n2nc(C)nc2n1
43: COc1ccc(S(=O)(=O)N2CCN(C(=O)/C=C/c3ccco3)CC2)cc1

assay / entry	33	34	35	36	37	38	39	40	41	42	43
RXFP1 antagonist	11	x	-13	x	-9	8	1	-1	-15	-3	-4
D2 PAM	x	3	1	1	x	-4	11	14	4	10	-9
D1 antagonist	x	12	-4	-3	x	9	4	7	-22	-20	-22
GRP78 ERSR act	-1%	-3%	9%	-2%	-2%	-4%	14%	-2%	-5%	-2%	-2%
Vif-A3F inh	1%	-11%	u	-85%	0%	3%	2%	-19%	-2%	-4%	-4%
D1 agonist	x	1	8	2	x	-1	1	0	5	2	3
Vif-A3G inh	2%	4%	-8%	0%	3%	-4%	4%	0%	-49%	1%	-4%
RXFP1 agonist	x	-0.5%	2.0%	-0.6%	x	2.2%	-2.5%	0.8%	-0.3%	0.6%	-0.1%
D1 potentiator	x	1	-3	-2	x	-8	0	-4	-2	5	4

# Some of the compounds tested (hit frequency here may not be typical).
